# IDH1 R132H inh = inhibitors of human IDH1 R132H. O75874. IDH1 R132H reductase, diaphorase/resazurin fluorescence, 60 min. inhibition, % at 10 µM. 0.18% of 70,000 active. AID 624101; in the data active = inhibition above about 34%;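 also: 0% = DMSO and 100% = no enzyme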
# EZH2 inh = inhibitors of human EZH2/PRC2 methyltransferase | PRC2 H3K27 methylation, DELFIA TRF, 1 h | Q15910 | inhibition, % at 12.5 µM | 0.35% of 57,000 active;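 active = mean inhibition of replicates at least 50% and every single replicate also reaching 50%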;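 also: dimethyl H3K27 on biotinylated H3 21-44 peptide detected by antibody; plate controls were median neutral control wells for no effect and median positive control wells for full effect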
# Target sequence (Q15910 whole entry, looked up): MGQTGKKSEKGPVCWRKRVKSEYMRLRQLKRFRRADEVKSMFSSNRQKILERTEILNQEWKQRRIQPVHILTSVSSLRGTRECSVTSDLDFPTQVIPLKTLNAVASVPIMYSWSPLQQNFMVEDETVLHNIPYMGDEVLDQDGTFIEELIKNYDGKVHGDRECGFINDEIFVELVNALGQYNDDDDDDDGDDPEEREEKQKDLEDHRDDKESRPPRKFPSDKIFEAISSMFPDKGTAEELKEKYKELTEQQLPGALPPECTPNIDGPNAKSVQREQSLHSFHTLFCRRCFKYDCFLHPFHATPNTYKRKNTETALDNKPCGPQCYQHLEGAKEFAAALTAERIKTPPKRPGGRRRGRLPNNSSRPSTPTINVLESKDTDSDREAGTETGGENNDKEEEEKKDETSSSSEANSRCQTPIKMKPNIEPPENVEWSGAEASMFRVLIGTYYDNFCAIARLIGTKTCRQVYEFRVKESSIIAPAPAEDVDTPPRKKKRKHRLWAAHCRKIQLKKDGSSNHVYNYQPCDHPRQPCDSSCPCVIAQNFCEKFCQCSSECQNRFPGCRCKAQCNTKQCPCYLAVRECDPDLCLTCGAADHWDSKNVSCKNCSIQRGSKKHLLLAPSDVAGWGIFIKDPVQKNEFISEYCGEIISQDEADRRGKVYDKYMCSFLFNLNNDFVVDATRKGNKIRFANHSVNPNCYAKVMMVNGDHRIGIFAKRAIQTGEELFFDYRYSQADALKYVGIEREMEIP
# * hit, by the source's call; / = no result given. An excerpt; count on the stated rates, not on these rows.
# Below each compound – IDH1 R132H inh | EZH2 inh
> C[C@@H]1CN([C@@H](C)CO)C(=O)c2cc(NS(=O)(=O)c3ccc(F)cc3)ccc2O[C@@H]1CN(C)C(=O)Nc1cccc2ccccc12
    -0.2 | /
> O=C(C[C@@H]1C=C[C@@H](NC(=O)c2ccc(F)cc2)[C@H](CO)O1)NCCc1ccccc1
    1.1 | 8
> COc1cccc(NC(=O)N[C@H]2C=C[C@@H](CC(=O)NCc3ccncn3)O[C@@H]2CO)c1
    0.0 | 34
> COc1cccc(C(=O)Nc2ccc3c(c2)OC[C@H](C)N(C)C[C@@H](C)[C@@H](OC)CN(C)C3=O)c1
    -0.4 | 2
> COc1ccc(OCC(=O)Nc2cc(OC)ccc2NC(=O)c2ccco2)cc1
    -0.8 | 1
> CCCC#Cc1ccc2c(c1)O[C@@H](CN(C)C(=O)CC1CC1)[C@H](C)CN([C@H](C)CO)S2(=O)=O
    1.1 | -17
> O=C(NCC[C@H]1CC[C@H](NC(=O)C2CC2)[C@H](CO)O1)c1cc(Cl)cc(Cl)c1
    0.2 | -4
> C[C@@H]1CN([C@H](C)CO)C(=O)c2cc(NC(=O)Cc3cn(C)c4ccccc34)ccc2O[C@H]1CN(C)Cc1ccc2c(c1)OCO2
    / | -10
> C[C@@H]1CN([C@H](C)CO)C(=O)Cc2cc(NC(=O)CCC(F)(F)F)ccc2O[C@@H]1CN(C)CC1CCCCC1
    2.1 | /
> COCCNC(=O)C[C@H]1CC[C@@H](NS(=O)(=O)c2ccc(C)cc2)[C@H](CO)O1
    0.0 | 6
> CC(C)(C)[S@](=O)N1Cc2cc(C(=O)NCCc3ccncc3)nc(-c3cccc(-c4ccncc4)c3)c2[C@@H]1CCO
    -0.2 | 1
> COC(=O)CCN(C(=O)c1cccc(OC(C)=O)c1)c1ccccn1
    0.0 | -18
> COc1cccc(-c2ccc3c(c2)O[C@H](CN(C)C(C)=O)[C@H](C)CN([C@@H](C)CO)S3(=O)=O)c1
    -0.7 | 10
> COc1cccc(S(=O)(=O)N(C)C[C@H]2Oc3cc(C#CCN(C)C)ccc3S(=O)(=O)N([C@H](C)CO)C[C@H]2C)c1
    -0.3 | /
> CC(C)CC#Cc1ccc2c(c1)O[C@@H](CN(C)C(=O)c1ccncc1)[C@H](C)CN([C@H](C)CO)S2(=O)=O
    -0.5 | /
> Cc1noc(C)c1NC(=O)Nc1cccc2c1O[C@@H](CN(C)Cc1ccc(Oc3ccccc3)cc1)[C@@H](C)CN([C@@H](C)CO)C2=O
    -0.5 | /
> COc1ccc(NC(=O)Nc2ccc3c(c2)C(=O)N([C@H](C)CO)C[C@@H](C)[C@@H](CN(C)C(=O)Nc2ccc(OC)cc2)O3)cc1
    0.3 | /
> CCC(=O)N(C)C[C@@H]1Oc2ncc(C3=CCCC3)cc2C(=O)N([C@H](C)CO)C[C@@H]1C
    0.0 | /
> CC(C)NC(=O)Nc1ccc2c(c1)CC(=O)N([C@@H](C)CO)C[C@@H](C)[C@@H](CN(C)C(=O)Nc1ccccc1)O2
    1.0 | 20
> C[C@@H]1CN([C@H](C)CO)C(=O)c2cc(NC(=O)Cc3ccccc3)ccc2O[C@H]1CN(C)C(=O)Nc1ccc2c(c1)OCO2
    -0.4 | 6
> CC(C)NC(=O)N(C)C[C@H]1Oc2ccc(NS(=O)(=O)c3ccc(F)cc3)cc2C(=O)N([C@@H](C)CO)C[C@@H]1C
    1.2 | 1
> C[C@@H]1CN([C@@H](C)CO)C(=O)Cc2cc(NS(=O)(=O)c3ccc(Cl)cc3)ccc2O[C@H]1CN(C)Cc1ccc(C(F)(F)F)cc1
    0.3 | /
> C[C@H](CO)N1C[C@H](C)[C@H](CN(C)C(=O)NC2CCCCC2)Oc2c(NC(=O)Nc3cccc4ccccc34)cccc2C1=O
    0.2 | -18
> C[C@@H]1CN([C@H](C)CO)C(=O)Cc2cc(N(C)C)ccc2O[C@@H]1CN(C)Cc1ccc(Oc2ccccc2)cc1
    1.5 | -11
> CC1(OC(=O)/C=C/c2ccccc2)CC(O)C2C=COC(OC3OC(CO)C(O)C(O)C3O)C21 (stereo not drawn)
    0.4 | 12
> CC(=O)N(C)C[C@H]1OCc2ccccc2-c2c(n(C)c3ccccc23)C(=O)N([C@H](C)CO)C[C@@H]1C
    -0.3 | -28
> CO[C@@H]1CN(C)C(=O)c2cc(NS(=O)(=O)c3cn(C)cn3)ccc2OC[C@@H](C)N(Cc2cccc(F)c2)C[C@@H]1C
    0.3 | -2
> COc1ccc(-c2csc3ncn(CC(N)=O)c(=O)c23)cc1OC
    0.9 | -9
> C[C@@H]1CN([C@@H](C)CO)C(=O)c2cccc(NC(=O)c3ccc(-c4nccs4)cc3)c2O[C@@H]1CN(C)C(=O)Nc1ccccc1
    -3.3 | /
> C[C@@H]1CN([C@@H](C)CO)C(=O)c2cc(NC(=O)Nc3ccccc3)ccc2O[C@@H]1CN(C)C(=O)NC1CCCCC1
    -0.1 | /
> C[C@@H]1CN([C@H](C)CO)C(=O)c2cc(C#CC3CC3)cnc2O[C@@H]1CN(C)C(=O)c1ccncc1
    / | 0
> C[C@@H](O)C#Cc1ccc2c(c1)O[C@@H](CN(C)C(=O)Cc1ccccn1)[C@@H](C)CN([C@@H](C)CO)S2(=O)=O
    / | -11
> CC(=O)Nc1ccc(NC(=O)CN(C)S(=O)(=O)c2ccc3ccccc3c2)cc1
    0.3 | 4
> COc1ccc(S(=O)(=O)Nc2ccc3c(c2)C(=O)N(C)C[C@@H](OC)[C@@H](C)CN[C@H](C)CO3)cc1
    0.2 | 7
> C[C@H](CO)N1C[C@H](C)[C@@H](CN(C)Cc2ccc3c(c2)OCO3)Oc2ccc(NS(=O)(=O)c3ccc(Cl)cc3)cc2C1=O
    / | 15
> COCC#Cc1cnc2c(c1)C(=O)N([C@@H](C)CO)C[C@H](C)[C@H](CN(C)C(=O)C1CCC1)O2
    -0.3 | 14
> Cc1cc(C)c(C#N)c(SCC(=O)c2cc3ccccc3oc2=O)n1
    0.1 | -4
> COc1ccc(S(=O)(=O)Nc2ccc3c(c2)C(=O)N([C@H](C)CO)C[C@@H](C)[C@@H](CN(C)Cc2ccncc2)O3)cc1
    1.1 | /
> COc1cccc(NC(=O)N(C)C[C@H]2Oc3ncc(C#Cc4ccc(F)cc4)cc3C(=O)N([C@H](C)CO)C[C@@H]2C)c1
    -0.6 | /
> Cc1ccc(S(=O)(=O)Nc2ccc3c(c2)C(=O)N([C@@H](C)CO)C[C@H](C)[C@H](CN(C)C)OCCCC[C@H](C)O3)cc1
    / | 1
> Cc1ccc(-c2ccc3c(c2)O[C@H](CN(C)C(=O)NC(C)C)[C@@H](C)CN([C@H](C)CO)S3(=O)=O)cc1
    -8.9 | 5
> COc1ccc(NC(=O)N(C)C[C@H]2Oc3ccc(NS(=O)(=O)c4ccc(Cl)cc4)cc3C(=O)N([C@@H](C)CO)C[C@H]2C)cc1
    1.1 | /
> COc1ccc(S(=O)(=O)Nc2ccc3c(c2)C(=O)N([C@H](C)CO)C[C@H](C)[C@H](CN(C)S(=O)(=O)c2ccc(F)cc2)OCCCC[C@H](C)O3)cc1
    0.3 | /
> Cc1ccc(F)cc1NC(=O)CCCSc1nc(-c2ccco2)cc(C(F)(F)F)n1
    -0.2 | -6
> COc1ccc(Cl)cc1NC(=O)CSc1nc2sccc2c(=O)[nH]1
    -0.2 | 42
> C[C@@H]1CN([C@H](C)CO)C(=O)c2cc(NC(=O)CCCN(C)C)ccc2O[C@@H]1CN(C)Cc1ccc(-c2ccccc2)cc1
    -0.2 | /
> CO[C@@H]1CN(C)C(=O)c2cc(NS(=O)(=O)c3cn(C)cn3)ccc2OC[C@@H](C)NC[C@H]1C
    0.5 | -8
> CCCC#Cc1ccc2c(c1)O[C@@H](CN(C)S(=O)(=O)c1cccc(F)c1)[C@@H](C)CN([C@H](C)CO)S2(=O)=O
    -1.9 | 1
> Cc1ccc(S(=O)(=O)Nc2cc(Cl)c(O)c(Sc3nc(C)cc(C)n3)c2)cc1
    11 | /
> O=C(CSc1n[nH]c(-c2ccc(Cl)cc2Cl)n1)Nc1ccccc1F
    0.0 | -5
> CCC(=O)N(C)C[C@H]1Oc2ncc(-c3ccccc3F)cc2C(=O)N([C@H](C)CO)C[C@@H]1C
    -1.4 | -4
> COc1ccc(NC(=O)N(C)C[C@@H]2Oc3ccc(NC(=O)Nc4c(C)noc4C)cc3C(=O)N([C@@H](C)CO)C[C@@H]2C)cc1
    0.3 | /
> Cc1ccc(N(C(C)C(=O)Nc2cccc(C(F)(F)F)c2)S(C)(=O)=O)cc1C (stereo not drawn)
    -0.8 | -1
> Cc1nc(S(=O)(=O)N[C@H]2CCN(Cc3ccc(OCCO)cc3)C2)cn1C
    / | 4
> COCC(=O)N(C)C[C@@H]1Oc2ncc(C#C[C@@H](C)O)cc2C(=O)N([C@H](C)CO)C[C@@H]1C
    / | -4
> C[C@H](CO)N1C[C@H](C)[C@@H](CN(C)Cc2ccc(C(=O)O)cc2)Oc2ncc(-c3ccc(F)cc3)cc2C1=O
    0.0 | -16
> O=C(Nc1ccccc1F)N[C@@H]1CC[C@H](CCNC(=O)C2CCC2)O[C@@H]1CO
    0.1 | -6
> COc1ccc(C(=O)Nc2ccc3c(c2)C(=O)N(C)C[C@@H](OC)[C@@H](C)CN(C)[C@H](C)CO3)cc1
    0.0 | 6
> COc1ccc(S(=O)(=O)N(C)C[C@H]2OCc3ccccc3-c3ccccc3C(=O)N([C@H](C)CO)C[C@H]2C)cc1
    / | 9
> C[C@@H]1CN([C@@H](C)CO)C(=O)Cc2cc(NC(=O)Nc3ccc4c(c3)OCO4)ccc2O[C@@H]1CN(C)Cc1ccncc1
    20 | -3

# New compounds follow
# Below each compound – IDH1 R132H inh | EZH2 inh
> COc1ccc(S(=O)(=O)NCCc2ccc(OC)c(OC)c2)cc1C
    -0.1 | 8
> COCC(=O)N(C)C[C@@H]1Oc2cc(C#C[C@H](C)O)ccc2S(=O)(=O)N([C@@H](C)CO)C[C@@H]1C
    -2.9 | 8
> C[C@@H]1CCCCO[C@@H](CN(C)C(=O)c2ccncc2)[C@H](C)CN([C@@H](C)CO)C(=O)c2cc(NC(=O)C3CCCCC3)ccc2O1
    0.2 | 1
> C[C@H]1CCCCO[C@@H](CN(C)C(=O)Nc2cccc3ccccc23)[C@@H](C)CN([C@@H](C)CO)C(=O)c2cc(NS(=O)(=O)c3ccc(F)cc3)ccc2O1
    0.5 | /
> O=C(C[C@@H]1C=C[C@@H](NS(=O)(=O)c2ccc(F)cc2)[C@H](CO)O1)N1CCc2ccccc2C1
    -0.3 | 6
> COc1ccc(S(=O)(=O)Nc2ccc3c(c2)C(=O)N([C@@H](C)CO)C[C@@H](C)[C@H](CN(C)C(=O)Nc2cccc4ccccc24)OCCCC[C@@H](C)O3)cc1
    0.0 | /
> COCC(=O)Nc1ccc2c(c1)OC[C@@H](C)N(CC1CCCCC1)C[C@H](C)[C@@H](OC)CN(C)C2=O
    -0.4 | 0
> Cc1ccc(-c2ccc3c(c2)O[C@H](CN(C)Cc2cccnc2)[C@H](C)CN([C@@H](C)CO)S3(=O)=O)cc1
    4.1 | 13
> CCc1ccccc1NC(=O)Cn1cnc2scc(-c3ccc(OC)cc3)c2c1=O
    0.2 | 1
> COc1ccc(OC)c(NC(=O)c2ccc(C)c(S(=O)(=O)Nc3ccc(C)cc3)c2)c1
    0.0 | 36
> Cc1noc(C)c1NC(=O)N(C)C[C@@H]1Oc2c(NS(=O)(=O)c3cn(C)cn3)cccc2C(=O)N([C@H](C)CO)C[C@H]1C
    0.3 | /
> CO[C@@H]1CN(C)C(=O)c2cc(NC(=O)Nc3cc(Cl)cc(Cl)c3)ccc2OC[C@H](C)NC[C@H]1C
    0.1 | -31
> CN1CCN(C(=O)C[C@H]2C[C@H]3c4cc(NC(=O)Nc5ccc(F)cc5)ccc4O[C@H]3[C@@H](CO)O2)CC1
    -0.9 | -8
> COc1ccc(CN2C[C@@H](C)[C@@H](OC)CN(C)C(=O)c3ccc(NC(C)=O)cc3OC[C@H]2C)cc1
    -0.2 | -8
> Cc1nc(SCC(=O)Nc2ccc([N+](=O)[O-])cc2)[nH]c(=O)c1C
    -0.5 | 7
> C[C@H](NC(=O)C[C@@H]1CC[C@@H](NC(=O)C2CCOCC2)[C@H](CO)O1)c1ccccc1
    0.0 | -7
> COc1cccc(-c2cnc3c(c2)C(=O)N([C@H](C)CO)C[C@H](C)[C@@H](CN(C)Cc2ccncc2)O3)c1
    -0.8 | /
> C[C@@H]1CN([C@H](C)CO)S(=O)(=O)c2ccc(-c3cccc(F)c3)cc2O[C@@H]1CN(C)S(=O)(=O)c1ccccc1
    0.2 | 5
> C[C@H](CO)N1C[C@H](C)[C@@H](CN(C)C(=O)Nc2ccc(C(F)(F)F)cc2)Oc2ccc(NC(=O)NC3CCCCC3)cc2CC1=O
    3.1 | /
> COc1cccc(NC(=O)CNC(=O)c2ccco2)c1
    0.2 | 3
